CXXC DNA block: blocks binding of human MLL CXXC domain to DNA. hit rate 0.037% among 290,000. AID 2662. Potency, µM (top dose mostly 115 µM), inactives show top-dose activity change, negative = inhibition, usual class: inhibitors. MLL-CXXC / FITC-HOXA9 DNA fluorescence polarization; active means well fitted inhibition curve with a large enough effect in the polarisation, with a control signal flat, not every such curve was filed as active; inconclusive means small, poorly fitted or top-dose-only effect, or effect the other way, or a change in a side signal; inactive means no such curve, though single readings can be large or run the other way; the % refers to the polarisation; further: potency means the concentration at half of the fitted maximal effect
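Fluorescence polarization: 7 uM MLL-CXXC (stock) preincubated 5 min with compounds, then 50 nM fluorescein-HOX-A9 DNA (stock) added; 30 min ambient. Buffer 50 mM Tris-HCl pH 7.5, 50 mM NaCl, 1 mM DTT, 0.05% BSA.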
TRPV1 ag: human TRPV1 agonism. Q8NER1. TRPV1-expressing cells, Fluo-8 calcium influx, agonist mode. activation, % at 8.33 µM. hit rate 0.19% among 320,000. AID 540275; in the data active means activation above about 80%; inconclusive means between about 30% and that limit; further: 0% is about no effect
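Cells expressing TRPV1 were dye-loaded with Fluo-8 and read kinetically: 10 s baseline, 3 min after compound (agonist portion), then 2 min after EC20 capsaicin (allosteric enhancer portion). Calcium-bound dye fluorescence at 480/520 nm.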
p53 reactivation: re-activators of mutant p53 | H1299 p53-A138V BP100-luciferase reporter, luminescence, 24 h | Potency, µM (titrated, usually from 92.2 µM), for inactives: at the highest dose activity change, positive = activation, usual class: activators | hit rate 0.063% among 320,000; further: potency means the concentration at half of the fitted maximal effect; % of control where 0% means no effect; nearly all actives have a fitted effect of over 45% in size
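p53-null H1299 cells stably carrying temperature-sensitive p53-A138V and a BP100-luciferase reporter were pinned with compounds (4-point, 1:5 series) and held 24 hrs at 37 deg C. Luminescence was read 10 min after detection reagent.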
TCR activator: activators of T cell receptors; Potency, µM (titrated, usually from 9.22 µM), inactives show at the top dose activation of IL-2 secretion, usual class: activators; primary human leukocytes, anti-CD3, IL-2 HTRF, 48 h; 330,000 tested, under 10 active; further: % of control where 0% means no effect
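Activity was scored as IL-2 release from primary human leukocytes given only a TCR signal (a-CD3 beads) plus compound for 48 hr. Detection used a two-antibody HTRF format read at 665nm.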
B2AR arrestin: agonists driving beta-arrestin recruitment to human beta2-adrenergic receptor; P07550; Potency, µM (series often up to 46.1 µM), inactives show at the highest dose activation, usual class: activators; beta-arrestin recruitment to beta2AR, cell-based reporter; AID 492947; hit rate 0.02% among 330,000;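 further: potency means the concentration at half of the fitted maximal effect; 0% = DMSO controls and full agonism = EC100 isoproterenol or metaproterenol; nearly all actives have a fitted effect of over 65% in size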
Target sequence (P07550 whole entry, looked up): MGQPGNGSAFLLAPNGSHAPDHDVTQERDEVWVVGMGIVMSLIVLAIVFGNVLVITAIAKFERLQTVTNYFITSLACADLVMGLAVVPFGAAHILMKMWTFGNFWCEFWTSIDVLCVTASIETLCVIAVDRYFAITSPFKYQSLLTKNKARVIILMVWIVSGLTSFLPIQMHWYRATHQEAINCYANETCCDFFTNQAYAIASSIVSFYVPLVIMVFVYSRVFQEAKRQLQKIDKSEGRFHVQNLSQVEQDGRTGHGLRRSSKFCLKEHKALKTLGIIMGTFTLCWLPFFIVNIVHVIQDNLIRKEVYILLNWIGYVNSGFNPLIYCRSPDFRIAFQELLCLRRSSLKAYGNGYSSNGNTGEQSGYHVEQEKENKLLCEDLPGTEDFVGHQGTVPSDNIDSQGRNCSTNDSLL
ELG1 repair inh: inhibitors of ELG1-dependent DNA repair in HEK293T cells; hit rate 2.3% among 330,000; AID 504467; HEK293T ELG1-luciferase reporter, luminescence, 16 h; DNA damage induced by 5-fluorouridine; Potency, µM (series often up to 46.1 µM), without a hit: at the highest dose activity change, negative = inhibition, actives largely listed as inhibitors; further: potency means the concentration at half of the fitted maximal effect; on the % scale 0 is the no-effect control and ±100 the full control effect; nearly all actives have a fitted effect of over 55% in size
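Luminescence from the luciferase reporter, measured 30 min after ONE-Glo reagent at room temperature, was the read-out. Beforehand, 2,000 cells per well were exposed for 16 hr at 37 °C to 5-fluorouridine together with compound or vehicle.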
a7 integrin act: integrin-mediated muscular dystrophy alleviation activation; hit rate 0.064% among 350,000; alpha7betagal myoblasts, beta-gal FDG fluorescence, 48 h; Potency, µM (top dose mostly 38.3 µM), for the others: top-dose activation, actives largely listed as activators;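 further: potency means the concentration at half of the fitted maximal effect; 100% = response of the positive control SU9516; nearly all actives have a fitted effect of over 60% in size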
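alpha7betagal+/- myoblasts (passage 13, 250/well) treated 48 h at 37C with compounds at 1:260 dilution of DMSO stock. Lysed, then beta-galactosidase activity read as FDG fluorescence (ex 480/em 540) after 30 min, with pre-read for autofluorescence.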
BRCA1 expr up: BRCA1 expression activation | MCF7-BRCA1-FFLuc reporter, luminescence, 48 h; response scale: scaled: vehicle 0%, 10 µM genistein 100% | Potency, µM (series often up to 46.1 µM), inactives show at the highest dose activation, most hits filed as activators | hit rate 1.1% among 380,000; further: potency means the concentration at half of the fitted maximal effect; nearly all actives have a fitted effect of over 80% in size; some results filed as inactive show a strong effect at the top dose
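Activators of BRCA1 expression were detected as increased firefly luciferase luminescence in engineered MCF7 cells after 48 h compound incubation. Signals were scaled to genistein 10 microM as full activation.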
TSG101-PTAP inh: blocks PTAP/TSG101 interaction to inhibit HIV-1 budding. Q99816. Fluorescence polarization, FITC-PTAP peptide / Tsg101 binding. Potency, µM (top dose mostly 115 µM), without a hit: at the highest dose activity change, negative = inhibition, actives largely listed as inhibitors. 340,000 tested, under 10 active. AID 493005; active means well fitted inhibition curve with a large enough effect in the main read-out, with a control signal flat, not every such curve was filed as active; inconclusive means small, poorly fitted or top-dose-only effect, or effect the other way, or a change in a side signal; inactive means no such curve, though single readings can be large or run the other way; further: potency means the concentration at half of the fitted maximal effect; % of control where 0% means no effect
Target sequence (Q99816 whole entry, looked up): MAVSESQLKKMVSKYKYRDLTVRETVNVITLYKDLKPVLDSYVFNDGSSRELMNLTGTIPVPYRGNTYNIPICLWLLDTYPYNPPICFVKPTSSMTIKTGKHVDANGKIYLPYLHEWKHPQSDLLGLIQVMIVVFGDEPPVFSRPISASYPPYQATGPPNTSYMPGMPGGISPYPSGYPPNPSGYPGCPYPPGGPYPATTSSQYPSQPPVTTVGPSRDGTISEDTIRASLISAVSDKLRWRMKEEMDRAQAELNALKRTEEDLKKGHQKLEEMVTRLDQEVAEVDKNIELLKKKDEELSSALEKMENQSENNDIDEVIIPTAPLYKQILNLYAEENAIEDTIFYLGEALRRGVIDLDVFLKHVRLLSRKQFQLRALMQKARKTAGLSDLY
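Compounds were pin-transferred onto Tsg101 binding domain (10 uM final) in HEPES pH 7.5 buffer, then FITC-PTAP peptide was added at 50 nM final. After 20 min at RT, polarization reported peptide displacement across a qHTS concentration series.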
AT treatment: candidate therapy for ataxia-telangiectasia | […] A-T fibroblasts, KAP-1 phosphorylation AlphaLISA; neocarzinostatin DNA damage 30 min before lysis | Potency, µM (top dose mostly 57.5 µM), for the others: top-dose activation, hits mostly activators | hit rate 0.19% among 320,000 | AID 485349; further: potency means the concentration at half of the fitted maximal effect; % of control where 0% means no effect; nearly all actives have a fitted effect of over 45% in size
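hTERT-immortalized A-T patient fibroblasts ([…]), 500 cells/well in OPTI-MEM, 1% FBS, got compounds for 60 min, then NCS for 30 min at 37C. Lysates were then assayed for phospho-KAP-1 by AlphaLISA (anti-pKAP1 donor, anti-KAP1 acceptor beads), 6 hr at 25C.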
Active calls of the source: *; u = inconclusive; x = not tested or not shown; [ ] = another dose, or the depositor's remark. Unless noted, the call rests on the fitted dose curve; in most records, active means well fitted curve in the direction sought with a large enough effect; inconclusive means small, poorly fitted or top-dose-only effect, or another doubt; inactive means no such curve, though single readings can be large; an effect the other way counts as inactive or inconclusive.

SMILES	CXXC DNA block	TRPV1 ag	p53 reactivation	TCR activator	B2AR arrestin	ELG1 repair inh	a7 integrin act	BRCA1 expr up	TSG101-PTAP inh	AT treatment
Oc1ccccc1-c1nc(NCC2CCCO2)c2ccccc2n1 (centres undefined)	2%	u	-12%	-2%	-0.2%	23µM*	-9%	-61%	-5%	22%
O=C(CCC(=O)Nc1ccccc1)NNS(=O)(=O)c1ccccc1[N+](=O)[O-]	-11%	6	7%	1%	0.0%	-7%	-10%	6%	-3%	1%
COc1ccc(-c2cc(-c3ccccc3)nc(N3CCCC3)n2)cc1OC	15%	-1	-1%	5%	-0.1%	-18%	12%[7.66 µM]	-37%	-1%	10%
FC(F)(F)c1ccc(C2[C@H]3CN(Cc4cccnc4)[C@H](c4ccccc4)C34CC2(c2ccccc2)C4)cc1 (some centres undefined)	15%	0	-3%	6%	-0.6%	22%	18%	0%	2%	13%
O=C(c1c(F)cccc1Cl)N1CCN(c2ccccn2)CC1	21%	0	0%	-6%	0.5%	u	-2%	24%	0%	-1%
COc1ccc(NC(=O)CCCn2c(=O)c3sccc3n(Cc3ccc(C)cc3)c2=O)cc1	-9%	0	17%	1%[46.1 µM]	0.0%	u	1%	-12%	0%	-3%
CCn1c(=S)sc2c(=O)n(CC(=O)NCCCc3ccccc3)c(C)nc21	11%	4	-1%	4%	-0.2%	u	22%	3%	-2%	3%
CCCCCCSc1ccc([C@H]2N[C@@](CC(C)C)(C(=O)OC)[C@H]3C(=O)N(CC)C(=O)[C@@H]23)cc1	x	13	0%	-1%	-0.1%	-8%	5%	8%	-7%	14%
CC1=C(C(=O)OCC2CCCO2)C(c2coc3ccccc3c2=O)C2=C(CC(C)(C)CC2=O)N1 (centres undefined)	3%	5	0%	-2%	0.4%	22%	8%	-12%	-3%	5%
CCn1c(=O)c(C(=O)NNC(=O)c2ccccc2)c(O)c2ccccc21	-6%	23	-3%	2%	6.2%	7%	-33%	-40%	1%	2%
CC1(c2ccc([N+](=O)[O-])cc2)NC(=O)NC1=O (centres undefined)	-3%	0	28%	0%	0.5%	-8%	9%	0%	1%	1%
CN(CC(=O)Nc1ccc(Cl)cc1)C(=O)c1sccc1-c1ccccc1	x	5	7%	9%	-0.1%	u	-27%	-41%	-4%	-4%
CCOc1c(C)cnc2c1c(=O)n(Cc1c(F)cccc1Cl)c(=O)n2C	2%	11	0%	-6%	4.7%	5%	32%	-10%	-5%	2%
CCN1C(=O)[C@H]2[C@H]3CN=C(SCc4ccc(C#N)cc4)N3[C@@](C)(C(=O)OC)[C@H]2C1=O	x	x	-1%	-3%[46.1 µM]	-1.2%	8%	19%	4%	-7%	0%
Cc1cc(C)c(C#N)c(SCc2ccccc2F)n1	-1%	6	-3%	3%	-1.2%	4%	16%	-52%	1%	17%
Cc1csc2nc3cc(C(N)=O)ccc3c(=O)n12	-2%	4	5%	-6%	-0.5%	u	-19%	-10%	-11%	16%
O=C(c1cc(COc2ccc(F)cc2F)on1)N1C[C@H]2CC[C@H]1C2	41%[activator]	u	9%	-1%	0.4%	u	25%	u	1%	15%
COc1ccccc1NC(=O)N1CCOCC1	8%	0	1%	0%	0.2%	u	-16%	1%	-1%	2%
Cc1ccc2sc(NC(=O)CN3C(=O)c4ccccc4C3=O)nc2c1C	2%	-5	-4%	1%	-0.3%	0%	6%	30%	-5%	18%
O=C(Nc1ccc2nn(-c3ccccc3)nc2c1)c1ccc2c(c1)OCCO2	16%	3	-4%	-2%	-0.3%	u	-19%	0%	-2%	15%
CN(NS(C)(=O)=O)c1c(C#N)c(C(F)(F)F)nn1C	11%	-3	0%	5%	-0.6%	-17%	-1%	11%	1%	5%
CCC1(CC)NC(=O)N(CC(=O)N2CCc3ccccc32)C1=O	x	x	-1%	-1%	-0.4%	u	-15%	-20%	-2%	2%
COc1ccc(OCC(O)Cn2c(N)nc3c2c(=O)[nH]c(=O)n3C)cc1 (centres undefined)	0%	1	0%	-1%	-0.3%	3%	25%	-3%	1%	6%
CC(=O)c1ccc(N2CCN(S(=O)(=O)c3ccc(-c4cc(C)no4)s3)CC2)cc1	16%	0	11%	4%	0.1%	12%	27%	9%	-3%	0%
O=C(O)C1CC=CCC1C(=O)Nc1cccc(Cl)c1Cl (centres undefined)	-23%	-3	-13%	x	-0.3%	u	x	x	x	-2%
Continued.
SMILES	CXXC DNA block	TRPV1 ag	p53 reactivation	TCR activator	B2AR arrestin	ELG1 repair inh	a7 integrin act	BRCA1 expr up	TSG101-PTAP inh	AT treatment
CCCOc1ccccc1/C=N/Nc1ccnc(=O)[nH]1	-4%	3	1%	-3%	-0.4%	11%	-6%	-3%	-2%	6%
COc1ccc(CCN2C(=O)C3C4C=CC(C3C2=O)C2C(=O)N(CCc3ccc(OC)c(OC)c3)C(=O)C42)cc1OC (centres undefined)	-19%	0	1%	0%	0.3%	3.3µM*	-10%	-65%	-2%	0%
CC(=O)C(C(c1ccccc1)N1CCCc2ccccc21)N1CCOCC1 (centres undefined)	x	x	x	-8%	x	x	-4%	-42%	-3%	x
CCOC(=O)CC(NS(=O)(=O)Cc1ccccc1)c1ccc(C)cc1 (centres undefined)	13%	11	-1%	-3%[46.1 µM]	-1.6%	-4%	19%	-2%	-1%	-6%
Cc1ccc(CNC(=O)c2cc3c(=O)n4ccccc4nc3n(Cc3ccco3)c2=N)cc1	6%	24	4%	2%	-0.1%	-3%	-5%	-24%	-3%	7%
O=[N+]([O-])c1ccccc1S(=O)(=O)N1CCN(c2ccccn2)CC1	-3%	10	10%	x	-0.6%	8%	-16%	1%	6%	11%
CCN(CC)CCn1c2ccc(F)cc2c2nc(C)sc21	-5%	-2	-10%	8%	0.0%	-15%	-33%	-9%	-1%	0%
COC(=O)c1cc(=O)n(Cc2ccc3c(c2)OCO3)c(=Nc2ccc(F)cc2)s1	-11%	3	8%	-7%	-1.0%	u	-7%	-71%	-2%	-1%
COc1ccc(CC(NC(C)=O)C(=O)NC2CCN(c3nnnn3-c3ccccc3)CC2)cc1 (centres undefined)	-1%	0	4%	4%	-0.2%	-4%	0%	-3%	-1%	1%
Cc1ccc(-n2c(C)c3c(C)nnc(C)c3c2C)cc1N	9%	0	0%	x	0.3%	4%	-17%	-5%	1%	2%
CC(C)(C)c1ccc(C(=O)N2CCN(c3ncccn3)CC2)cc1	0%	u	-1%	-5%	-0.5%	-6%	-29%	-5%	-7%	0%
O=C(OCCCN1C(=O)c2ccccc2C1=O)c1ccco1	-1%	2	u	6%	-0.1%	12%	-1%	-13%	-10%	13%
COC(=O)C1=C(C)N(C)C(=O)NC1c1cc2c(cc1Br)OCO2 (centres undefined)	-4%	-7	x	-6%	0.4%	-4%	u	0%	0%	7%
O=C(CCCOc1ccccc1)N1CCN(S(=O)(=O)c2ccccc2)CC1	x	u	14%	-2%	-0.1%	21%	5%	31%	-4%	4%
CCOC(=O)/C=C/C(=O)OCc1csc(CC(=O)Nc2ccccc2C)n1	0%	2	-7%	-3%	-0.4%	9%	-40%	-16%	-5%	-2%
COc1ccccc1CNC(=O)CCn1c(=O)[nH]c2ccsc2c1=O	4%	0	-13%	-1%[46.1 µM]	-0.1%	-5%	3%	6%	-3%	-1%
Cc1ccc(S(=O)(=O)N2CCC(C(=O)N3CCC[C@H]3C(=O)NCc3ccco3)CC2)cc1	7%	0	27%	-11%	0.2%	u	16%	-8%	-2%	1%
CCOC(=O)C(=NCC1CCCO1)NNc1ccccc1Cl (centres undefined)	-19%	u	8%	4%	-0.3%	0%	-13%	-23%	0%	-32%
Cc1ccc2c(CSc3nncs3)cc(=O)oc2c1	0%	4	12%	-34%	-0.3%	u	-8%	53%	-12%	x
CSc1nnc2c(n1)OC=Nc1ccccc1-2	1%	-1	14%	1%[46.1 µM]	0.0%	-9%	5%	-9%	-8%	1%
C=CCOC(=O)C1=C(C)NC(C)=C(C(=O)OCC=C)C1c1ccco1	-10%	-3	-2%	4%	0.1%	u	16%	-40%	-4%	4%
O=C1[C@H]2[C@@H](C(=O)N1c1cccc3ccccc13)C1(C(=O)c3ccccc3C1=O)N1CCC[C@@H]21	-1%	-7	-59%[inhibitor]	x	4.2%	8%	-26%	-1%	-2%	-4%
Cc1cc(N2CCN(c3ccccn3)CC2)n2nc(C)nc2n1	x	x	x	6%	x	x	22%	30%	-2%	x

Look-ups from the entries so far.
TCR activator, Cc1cc(N2CCN(c3ccccn3)CC2)n2nc(C)nc2n1 → 6%
ELG1 repair inh, CCOC(=O)C(=NCC1CCCO1)NNc1ccccc1Cl (centres undefined) → 0%

2 compounds from above, limited to B2AR arrestin and TRPV1 ag:
| Compound | B2AR arrestin | TRPV1 ag |
| --- | --- | --- |
| CCN(CC)CCn1c2ccc(F)cc2c2nc(C)sc21 | 0.0% | -2 |
| COC(=O)c1cc(=O)n(Cc2ccc3c(c2)OCO3)c(=Nc2ccc(F)cc2)s1 | -1.0% | 3 |

High-throughput results from PubChem.
